# Bioassay records from PubChem.
# HT1080 IDH1KD tx: kills HT-1080 cells with IDH1 knockdown; actives 2% (n = 360,000); HT-1080 IDH1 knockdown viability, ATP luminescence, 48 h; Potency, µM (series often up to 46.1 µM), for the others: at the top dose activity, negative = toxicity, most hits filed as cytotoxic;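 also: potency is read from the fitted curve at half-maximal effect; 0% = DMSO wells and -100% = cell-free medium wells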
#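 IDH1KD HT-1080 cells, 750/well, RPMI + 5% FBS; compound pinned after 2 h settling; 48 h, 37 °C; CellTiter-Glo luminescence; % activity normalised to DMSO and no-cell wells; curves fitted, classed by r2 and efficacy.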
# HT1080-NT tox: kills 2HG-producing HT-1080-NT fibrosarcoma cells | HT-1080-NT fibrosarcoma viability, CellTiter-Glo ATP luminescence, 48 h | Potency, µM (titrated, usually from 46.1 µM), for the others: at the highest dose activity, negative = less viability, most hits filed as cytotoxic | actives 1.6% (n = 360,000);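 also: NT is the 2HG producing partner of a matched IDH1 knockdown line; potency is read from the fitted curve at half-maximal effect; 0% = DMSO-treated cells and -100% = media-only wells without cells; nearly all actives have a fitted effect of over 55% in size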
#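 HT-1080-NT fibrosarcoma cells (2HG-overproducing), 750 cells/well in RPMI with 5% FBS, dosed after 2 h and incubated 48 h at 37C. CellTiter-Glo luminescence normalized to DMSO and no-cell wells; concentration-response curves fitted and classed.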
# D3 ag: agonists of human D3 dopamine receptor. D3R DiscoveRx beta-arrestin cells, luminescence, 90 min. actives 0.58% (n = 410,000). max activation, %; in the data active = max activation above about 30%; also: 0% is about no effect; mostly tested at two doses, the higher about 12 µM
# Target sequence (P35462 whole entry, looked up): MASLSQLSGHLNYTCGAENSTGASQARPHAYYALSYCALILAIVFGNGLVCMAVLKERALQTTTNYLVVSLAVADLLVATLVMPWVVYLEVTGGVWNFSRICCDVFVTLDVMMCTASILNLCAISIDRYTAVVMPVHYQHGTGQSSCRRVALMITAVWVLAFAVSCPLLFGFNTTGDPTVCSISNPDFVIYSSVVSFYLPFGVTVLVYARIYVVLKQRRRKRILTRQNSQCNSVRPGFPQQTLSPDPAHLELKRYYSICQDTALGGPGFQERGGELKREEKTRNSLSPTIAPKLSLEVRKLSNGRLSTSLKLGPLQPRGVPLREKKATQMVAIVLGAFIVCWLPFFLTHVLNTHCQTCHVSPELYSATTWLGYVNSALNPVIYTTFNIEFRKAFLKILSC
#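 Agonist mode: compounds and dopamine controls were applied to plated cells for 90 min at 37 degrees C after an overnight attachment at 1500 cells/well. Luminescent read-out followed 30 - 60 minutes at room temperature with DiscoveRx detection reagent.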
# D3 antag: D3 dopamine receptor (human) antagonism; max response, negative = inhibition, %; actives 2.5% (n = 360,000); D3R cells, DiscoveRx beta-arrestin luminescence, antagonist mode; hits give low values; in the data active = max response below about -50%; inconclusive = no clear call, values can overlap the other calls; also: % is scaled to controls: 0 for no effect and ±100 for the full control effect; mostly tested at two doses, the higher about 12 µM
#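 Cells plated overnight at 1500 cells/well, then exposed to library compounds with dopamine controls for 90 minutes at 37 degrees C. DiscoveRx reagent added for 30–60 minutes at room temperature; luminescence read, quantitative HTS format.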
# KB-3-1 cytotox: kills parental KB-3-1 adenocarcinoma cells | Potency, µM (titrated, usually from 46.1 µM), for inactives: at the top dose activity change, negative = cytotoxic, most hits filed as cytotoxic | KB-3-1 viability, CellTiter-Glo ATP luminescence, 72 h | AID 1347075 | actives 1.4% (n = 400,000); also: potency is read from the fitted curve at half-maximal effect; % is scaled to controls: 0 for no effect and ±100 for the full control effect; nearly all actives have a fitted effect of over 60% in size
#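 Cells are dispensed, compounds pinned in, plates held at 37 °C for 72 h, then CellTiter-Glo is added and luminescence read after 10 minutes. Cell line: parental KB-3-1 in phenol-red-free DMEM, 10% FBS.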
# IL1B secr inh: inflammasome signaling inhibition, IL-1 beta readout; THP-1 LPS/ATP IL-1B secretion, AlphaLISA, 16 h; hits give low values; activity change, % at 57.5 µM; actives 4.7% (n = 360,000); AID 743279; in the data active = activity change below about -50%; inconclusive = mostly about -30% to -49%; also: % is scaled to controls: 0 for no effect and ±100 for the full control effect
#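 THP-1 cells pretreated 1 hr with compounds (up to 57.5 uM final), then stimulated with LPS (250 ng/mL final) plus ATP (1.25 mM final); secreted IL-1B measured by AlphaLISA after 16 hr, decreased signal indicating inhibition.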
# KB-V1 cytotox: KB-V1 MDR subline cytotoxicity; KB-V1 MDR cells viability, CellTiter-Glo, 72 h; Potency, µM (top dose mostly 46.1 µM), for inactives: at the highest dose activity change, negative = cytotoxicity, most hits filed as cytotoxic; actives 3.4% (n = 400,000); AID 1347076; also: potency is read from the fitted curve at half-maximal effect; % is scaled to controls: 0 for no effect and ±100 for the full control effect; nearly all actives have a fitted effect of over 60% in size
#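 Compound-treated KB-V1 multidrug-resistant cells, 72 h, 37 degrees C; viability by CellTiter-Glo. Fitted qHTS curves give the values.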
# GLP1R ag: GLP-1 receptor (human) agonism; P43220; HEK293 GLP-1R CRE-luciferase, luminescence, 4-6 h; cells express a hypersensitive GLP-1R form; Potency, µM (highest dose often 45.6 µM), without a hit: top-dose activation, actives largely listed as activators; actives 0.007% (n = 380,000); AID 624172; also: potency is read from the fitted curve at half-maximal effect; % of control where 0% means no effect
# Target sequence (P43220 whole entry, looked up): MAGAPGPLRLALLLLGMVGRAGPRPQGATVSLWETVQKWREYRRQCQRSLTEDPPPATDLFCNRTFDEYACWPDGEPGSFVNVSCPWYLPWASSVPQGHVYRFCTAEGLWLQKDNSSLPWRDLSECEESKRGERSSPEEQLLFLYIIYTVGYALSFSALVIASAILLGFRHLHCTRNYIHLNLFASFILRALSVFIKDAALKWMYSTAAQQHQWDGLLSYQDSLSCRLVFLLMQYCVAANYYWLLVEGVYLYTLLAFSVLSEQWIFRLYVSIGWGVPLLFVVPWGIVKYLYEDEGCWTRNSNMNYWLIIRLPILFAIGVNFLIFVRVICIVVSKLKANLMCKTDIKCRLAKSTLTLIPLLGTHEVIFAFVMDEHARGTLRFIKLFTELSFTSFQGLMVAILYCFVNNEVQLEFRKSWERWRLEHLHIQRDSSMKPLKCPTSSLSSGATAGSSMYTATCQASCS
# SW480 rereplic: inducers of DNA re-replication in SW480 colon cancer cells; SW480 DNA re-replication, Hoechst DNA content imaging, 48 h; Potency, µM (doses to about 46.1 µM), without a hit: at the highest dose re-replication activation, actives largely listed as activators; actives 1.8% (n = 340,000); AID 624297; also: potency is read from the fitted curve at half-maximal effect; % of control where 0% means no effect; nearly all actives have a fitted effect of over 55% in size
#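 Image-based read-out: total Hoechst fluorescence of nuclei (405 nm excitation, 500-530 nm emission), with hits raising the fraction of high-intensity nuclei. SW480 colon cells incubated 48 hr with compounds at 37 C.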
# Starred values were filed as active, the others as inactive; ? = inconclusive; . = not tested or not shown; & = joins results of further samples; [ ] = dose if it differs, or a comment. Unless noted, calls follow the shape of the dose curve; as a rule, active = well fitted curve in the direction sought with a large enough effect; inconclusive = small, poorly fitted or top-dose-only effect, or another doubt; inactive = no such curve, though single readings can be large; an effect the other way counts as inactive or inconclusive.
no.	smiles	IL1B secr inh	D3 ag	KB-V1 cytotox	HT1080 IDH1KD tx	SW480 rereplic	GLP1R ag	D3 antag	KB-3-1 cytotox	HT1080-NT tox
1	Cc1cc(Nc2cnc3ccccc3n2)n(-c2ccccc2)n1	-20.9	1.1	?	-19.6%	?	5.5%	-18.8	-5.7%	?
2	COCCNC(=O)C1CCCN(Cc2ccc(C#N)cc2)CC1 (stereo not drawn)	10.1	-9.6	-3.4%	18.1%	.	-2.0%	-27.8	21.8%	10.9%
3	C[C@H](c1ccccc1)N1C[C@@H](COCc2ccccc2)Oc2cc(N3CC[C@@H](O)C3)ccc2S1(=O)=O	12.2	-2.5	?	?	.	6.2%	12.5	-11.9%	?
4	CSc1ccc(NC(=O)Nc2ccc(C(=O)NCC(=O)O)cc2)cc1	-14.0	1.0	7.0%	-1.2%	1.4%	-5.3%	11.7	-0.3%	2.2%
5	Cc1cc2cc(CN(Cc3ccc4c(c3)OCO4)C(=O)c3cnccn3)c3nnnn3c2cc1C	0.0	-9.9	-15.4%	0.7%	-0.5%	6.8%	-16.9	1.6%	5.3%
6	O=C(Cn1nc(C(F)F)cc1C(F)F)NNC(=S)Nc1ccc([N+](=O)[O-])cc1	25.5	-7.3	-3.1%	0.8%	3.3%	-0.8%	-15.3	6.6%	-16.3%
7	COc1ccccc1NC(=O)Cc1csc(NC(=O)c2ccccc2)n1	66.7	-0.4	1.4%	-1.3%	2.2%	10.4%	0.9	-10.8%	-10.0%
8	C/C(=N\O)C(C)(C)Nc1ccccc1F	0.4	-5.5	-12.9%	-4.6%	3.3%	-4.3%	-16.1	-0.3%	-1.2%
9	CCCN1CCC(NC(=O)Nc2ccc([N+](=O)[O-])cc2)CC1	16.3	-1.9	0.0%	-2.4%	-22.7%	4.6%	-2.2	19.6%	-11.5%
10	NC(=S)Nc1cc(Cl)ccc1Cl	-0.7	4.0	-11.8%	7.8%	-3.0%	-2.6%	1.8	9.2%	12.2%
11	O=C(Nc1c(Br)cc2c(c1Br)Cc1cc([N+](=O)[O-])ccc1-2)C(Cl)Cl	39.0	3.5	?	-11.7%	?	3.1%	-9.1	?	-21.4%
12	Cc1cc(C)c2oc(=O)cc(CN3CCCCC3)c2c1	-9.4	-5.3	-3.1%	-0.7%	1.4%	0.4%	-7.3	4.9%	-1.8%
13	O=C(CN1CCN(C(=O)C2CCCO2)CC1)Nc1ccc(Cl)c(Cl)c1 (stereo not drawn)	4.7	0.7	1.9%	6.0%	6.3%	-2.8%	5.2	25.3%	2.9%
14	Cc1cc(C)c(NC(=O)CNC(=O)COC(=O)/C=C/c2cccs2)c(C)c1	16.8	-11.3	13.9%	11.3%	-1.9%	4.6%	0.1	0.0%	-1.2%
15	CN(C)C(=O)c1cc(C(=O)c2ccccc2C(F)(F)F)c[nH]1	60.7	6.2	4.5%	9.0%	-8.3%	0.4%	0.3	?	8.7%
16	Cc1csc(N/N=C/c2ccccn2)n1	-99.8*	8.0	?	?	3.66µM*	0.0%	7.0	?	?
17	CSC1=C(C#N)C(c2ccncc2)C(C(=O)Nc2ccccc2)=C(C)N1 (stereo not drawn)	23.2	5.1	?	-12.4%	-8.0%	-3.4%	1.8	1.2%	-11.2%
18	Cc1ccc2c(C)c(C(=O)N(C)Cc3nccn3C)oc2c1C	-3.5	-13.6	-1.5%	-0.7%	?	9.9%	-20.9	-1.8%	22.0%
19	Cn1cc(Cl)c(C(=O)NC2CCCCCC2)n1	-3.5	2.6	1.9%	-1.5%[9.24 µM]	0.8%	-1.1%	4.1	14.2%	-1.6%
20	COC(=O)c1ccc(COC(=O)c2ccc(CS(=O)(=O)c3ccc(C)cc3)cc2)cc1	9.7	0.5	0.5%	?	-11.2%	7.7%	-10.6	-8.9%	-0.7%
21	CN(C)/C=C1/OC(=O)C(C#N)=C1c1ccc(Cl)cc1	-7.5	0.3	-12.2%	13.9%	?	11.5%	-1.3	-0.5%	-1.9%
22	Cc1cc(C)c(OCC(=O)Nc2cccc(O)c2)cc1C	-15.8	-14.4	1.3%	-4.8%	-0.6%	-27.6%	-11.0	0.0%	-4.4%
23	O=C(COc1ccccc1)NCC(c1cccs1)N1CCOCC1 (stereo not drawn)	0.0	3.2	-6.4%	-5.0%	?	0.8%	-4.9	3.4%	11.8%
24	NC(=O)c1sc(-c2ccsc2)cc1NS(=O)(=O)c1ccc(C(F)(F)F)cc1	.	7.0	?	-29.7%	0.7%	1.1%	3.5	-30.2%	-26.2%
25	O=C(NNc1ccnc2cc(Cl)ccc12)C1CCCCC1	-8.7	5.0	?	?	-0.2%	-7.8%	-5.9	5.8µM*	3.66µM*
26	Cc1cccc(C(=O)NCc2nnc(SCC(=O)NC3CCCC3)n2C)c1	24.2	-12.5	26.5%	12.6%	-15.9%	0.2%	-12.9	2.8%	18.4%
27	CCOc1ccc(OCCn2c(SCC(=O)O)nc3ccccc32)cc1	-21.9	0.2	?	0.9%	-4.0%	-0.7%	-23.0	?	-8.0%
28	CCc1ccc2nc3sc(C(=O)O)cc3cc2c1	9.5	-7.4	2.5%	-2.5%	-15.1%	4.4%	3.6	-14.0%	0.3%
29	Cc1cc(C)cc(OCC(=O)Nc2cccc(S(=O)(=O)NC3=NCCC3)c2)c1	-1.6	-3.8	17.8%	-14.5%	20.6µM*	5.6%	-5.6	?	-7.0%[9.24 µM]
30	COc1ccc(OC)c(NC(=O)COc2coc(CN3CCCc4ccccc43)cc2=O)c1	21.8	2.9	-14.0%	?	?	1.3%	12.2	-2.1%	-15.6%

# 2 entries picked at random from those above:
no.	smiles	IL1B secr inh	D3 ag	KB-V1 cytotox	HT1080 IDH1KD tx	SW480 rereplic	GLP1R ag	D3 antag	KB-3-1 cytotox	HT1080-NT tox
9	CCCN1CCC(NC(=O)Nc2ccc([N+](=O)[O-])cc2)CC1	16.3	-1.9	0.0%	-2.4%	-22.7%	4.6%	-2.2	19.6%	-11.5%
26	Cc1cccc(C(=O)NCc2nnc(SCC(=O)NC3CCCC3)n2C)c1	24.2	-12.5	26.5%	12.6%	-15.9%	0.2%	-12.9	2.8%	18.4%

# The list continues:
no.	smiles	IL1B secr inh	D3 ag	KB-V1 cytotox	HT1080 IDH1KD tx	SW480 rereplic	GLP1R ag	D3 antag	KB-3-1 cytotox	HT1080-NT tox
31	COc1cccc(NC(=O)C2CC(=O)n3cnnc3S2)c1 (stereo not drawn)	3.6	-9.6	7.0%	9.8%	-2.6%	3.3%	?	3.1%	0.5%
32	C/C(=N\NC(=O)c1cc(C2CC2)nc2ccccc12)c1ccc(C)s1	4.6	-0.8	6.6%	-29.0%	?	2.9%	7.4	-8.8%	-16.7%
33	C=C(Cl)COc1ccc2c(CC)cc(=O)oc2c1	-1.3	-3.1	-15.2%	7.0%	?	23.9%	2.6	-2.1%	1.4%
34	Cc1ccc(C)c(NC(=O)CSc2nc(C)cs2)c1	11.0	-0.1	-13.0%	20.7%	-13.2%	4.0%	-17.2	-0.1%	2.1%
35	CC1Cc2ccccc2C(CCc2ccccc2)=N1 (stereo not drawn)	-1.0	-4.4	11.5%	-1.7%	-29.4%	5.1%	-13.6	-0.6%	7.2%
36	O=C(c1cccs1)N1CCN(S(=O)(=O)N2CCOCC2)CC1	16.2	3.8	-8.5%	7.8%	-43.3%[inhibitor]	0.3%	0.4	5.0%	4.9%
37	Cc1ccc(-c2noc(-c3cc(C(C)(C)C)nn3Cc3ccccc3)n2)cc1	0.0	-1.1	-2.4%	16.9%	-8.7%	-4.8%	21.7	-0.4%	14.3%
38	CCN(Cc1ccccc1)C(=O)CCS(=O)(=O)c1ccc2c(c1)CCN2C(C)=O	-1.0	0.3&1.8	9.8%&-5.0%	-4.6%	4.0%	0.4%&3.2%	-14.8	-19.9%&-16.2%	-0.9%
39	CCC(C)NC(=O)Cn1c(=O)n(Cc2ccc(C(=O)NCc3ccccc3OC)cc2)c(=O)c2ccccc21 (stereo not drawn)	.	-8.5	8.4%	.	.	0.0%	.	2.7%	.
40	CCCN(C(=O)COC(=O)c1nc2nccc(C)n2n1)C1CCS(=O)(=O)C1 (stereo not drawn)	7.7	1.7	15.9%	-3.4%	-5.3%	0.9%	0.1	1.0%	13.0%
41	O=C(Nc1ccc(Br)cc1)c1cccc(OC(=S)N2CCOCC2)c1	-10.3	1.7	?	?	2.8%	11.2%	-14.0	-22.3%	?
42	CC1=C(C(=O)NCCN2CCN(C)CC2)C2(CCC(C)CC2)OC1=O (stereo not drawn)	2.3	1.5	6.0%	9.0%	-3.2%	10.0%	-18.7	0.0%	11.0%
43	Cc1ccc(SCC(=O)NCCSCc2ccccc2)cc1	-1.1	2.2	6.0%	5.5%	-4.2%	-2.9%	1.0	17.9%	6.5%
44	N/C(=N\OC(=O)C1CCCCC1)c1cccc([N+](=O)[O-])c1	-10.4	-4.6	3.5%	26.3%	-4.9%	7.6%	-25.4	11.1%	23.0%
45	O=C(NC1CCCCC1)c1ccc2c(c1)OCO2	-2.7	5.2	-1.7%	7.8%	-0.2%	9.4%	1.2	1.2%	5.8%
46	Cc1occc1C(=O)N/N=C/C(Br)=C/c1ccccc1	-78.4*	1.9	0.0%	-30.0%	-1.1%	6.9%	-5.9	?	-12.2%

# From compound 31 up to 33, as listed above:
no.	smiles	IL1B secr inh	D3 ag	KB-V1 cytotox	HT1080 IDH1KD tx	SW480 rereplic	GLP1R ag	D3 antag	KB-3-1 cytotox	HT1080-NT tox
31	COc1cccc(NC(=O)C2CC(=O)n3cnnc3S2)c1 (stereo not drawn)	3.6	-9.6	7.0%	9.8%	-2.6%	3.3%	?	3.1%	0.5%
32	C/C(=N\NC(=O)c1cc(C2CC2)nc2ccccc12)c1ccc(C)s1	4.6	-0.8	6.6%	-29.0%	?	2.9%	7.4	-8.8%	-16.7%
33	C=C(Cl)COc1ccc2c(CC)cc(=O)oc2c1	-1.3	-3.1	-15.2%	7.0%	?	23.9%	2.6	-2.1%	1.4%
